Pol beta inh – qHTS Assay for Inhibitors of DNA Polymerase Beta; P06746; Pol beta primer extension/strand displacement, fluorescence kinetic; Potency, µM (titrated, usually from 114 µM), for inactives: at the top dose activity change, negative = inhibition, actives largely listed as inhibitors; hit rate 1.3% among 340,000; AID 485314, 2010; also: % is scaled to controls: 0 for no effect and ±100 for the full control effect
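Enzyme-only controls used 10 nM Pol beta; buffer lacking enzyme served as negative control. Compound preincubated 15 min, then 50 nM substrate added; 0 and 10 min reads at room temperature.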
BLM inh – qHTS Assay for Inhibitors of Bloom's syndrome helicase (BLM) | recombinant BLM DNA unwinding, fluorescence dequenching | Potency, µM (highest dose often 56.1 µM), for inactives: at the highest dose activity change, negative = inhibition, usual class: inhibitors | hit rate 0.2% among 350,000;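 also: plate controls were vehicle for no effect and no enzyme for full effect; nearly all actives have a fitted effect of over 35% in size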
POLH inh – qHTS for Inhibitors of Polymerase Eta; DNA polymerase eta (Homo sapiens), Q9Y253; recombinant Pol eta, fluorescent DNA replication assay; Potency, µM (highest dose often 114 µM), inactives show at the highest dose activity change, negative = inhibition, actives largely listed as inhibitors; hit rate 1.2% among 390,000; AID 588591, 2011; also: % is scaled to controls: 0 for no effect and ±100 for the full control effect
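Pol eta (10 nM) was preincubated with compounds for 15 min at room temperature, after which fluorescent replication substrate (50 nM final) was added to start the reaction. Fluorescence was read kinetically at 0 and 10 min.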
POLI inh – qHTS for Inhibitors of Polymerase Iota. Potency, µM (titrated, usually from 115 µM), for inactives: at the top dose activity, negative = inhibition, actives largely listed as inhibitors. hit rate 1% among 390,000. Pol iota fluorescent replication assay, 10 min. DNA polymerase iota (Homo sapiens), Q9UNA4
Target sequence (Q9UNA4 whole entry, looked up): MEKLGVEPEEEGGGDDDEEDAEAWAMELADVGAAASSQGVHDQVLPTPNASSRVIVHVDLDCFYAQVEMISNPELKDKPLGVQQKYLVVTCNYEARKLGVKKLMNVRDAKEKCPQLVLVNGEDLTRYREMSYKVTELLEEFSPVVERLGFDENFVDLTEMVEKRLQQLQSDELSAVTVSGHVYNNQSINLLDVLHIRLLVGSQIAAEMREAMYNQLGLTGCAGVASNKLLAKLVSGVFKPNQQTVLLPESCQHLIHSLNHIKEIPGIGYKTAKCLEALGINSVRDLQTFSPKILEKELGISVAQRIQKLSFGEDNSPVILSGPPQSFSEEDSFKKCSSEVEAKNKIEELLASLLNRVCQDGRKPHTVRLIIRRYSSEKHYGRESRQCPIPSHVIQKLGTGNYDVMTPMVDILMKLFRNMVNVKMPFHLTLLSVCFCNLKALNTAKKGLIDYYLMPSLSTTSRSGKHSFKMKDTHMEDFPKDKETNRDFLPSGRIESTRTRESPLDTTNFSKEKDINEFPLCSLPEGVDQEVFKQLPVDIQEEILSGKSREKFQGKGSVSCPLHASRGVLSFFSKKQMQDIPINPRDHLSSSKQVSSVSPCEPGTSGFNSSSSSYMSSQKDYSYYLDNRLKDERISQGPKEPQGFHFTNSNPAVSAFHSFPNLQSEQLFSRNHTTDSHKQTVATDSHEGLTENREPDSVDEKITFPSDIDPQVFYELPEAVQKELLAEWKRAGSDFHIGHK
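Fluorescent replication assay read twice, at 0 min and 10 min after adding 50 nM (final) substrate. Enzyme (10 nM) and compounds were first incubated 15 min at room temperature; enzyme-free buffer wells were negative controls.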
JMJD2A Tudor – qHTS Assay for Inhibitors of JMJD2A-Tudor Domain | Lysine-specific demethylase 4A (Homo sapiens), O75164 | AlphaScreen JMJD2A-Tudor / H3K4me3 peptide binding | Potency, µM (highest dose often 114 µM), inactives show top-dose activity change, negative = inhibition, actives largely listed as inhibitors | hit rate 4.4% among 390,000 | AID 504339, 2011; also: % is scaled to controls: 0 for no effect and ±100 for the full control effect; nearly all actives have a fitted effect of over 50% in size
APEX1 inh – qHTS Assay for Inhibitors of the Human Apurinic/apyrimidinic Endonuclease 1 (APE1) | DNA repair nuclease/redox regulator APEX1 (Homo sapiens), P27695 | recombinant APE1, TAMRA/BHQ-2 abasic DNA cleavage fluorescence | Potency, µM (series often up to 65.8 µM), for inactives: at the highest dose activity change, negative = inhibition, most hits filed as inhibitors | hit rate 0.35% among 350,000 | AID 2517, 2012;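 also: plate controls were vehicle for no effect and reference inhibitor for full effect; nearly all actives have a fitted effect of over 55% in size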
Target sequence (P27695 whole entry, looked up): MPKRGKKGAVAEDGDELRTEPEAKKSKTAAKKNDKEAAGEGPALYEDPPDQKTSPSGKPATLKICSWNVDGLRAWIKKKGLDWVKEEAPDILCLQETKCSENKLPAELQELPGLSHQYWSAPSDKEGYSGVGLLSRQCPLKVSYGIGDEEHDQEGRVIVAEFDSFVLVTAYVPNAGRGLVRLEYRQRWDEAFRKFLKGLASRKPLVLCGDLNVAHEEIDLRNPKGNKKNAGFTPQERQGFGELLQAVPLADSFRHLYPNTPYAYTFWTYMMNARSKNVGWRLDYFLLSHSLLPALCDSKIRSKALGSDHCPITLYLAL
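APE1 at 0.75 nM final was preincubated with compound 15 min at room temperature, then 50 nM double-stranded THF abasic-site substrate (5'-TAMRA/3'-BHQ-2) was added. Fluorescence (ex 525/em 598 nm) was read kinetically; third-minus-first read gave activity.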
BAZ2B inh – qHTS Assay for Inhibitors of BAZ2B; AlphaScreen BAZ2B-H3K14Ac peptide displacement; Potency, µM (titrated, usually from 114 µM), for the others: at the highest dose activity change, negative = inhibition, actives largely listed as inhibitors; hit rate 4.4% among 360,000; AID 504333, 2011; Bromodomain adjacent to zinc finger domain protein 2B (Homo sapiens), Q9UIF8; also: % is scaled to controls: 0 for no effect and ±100 for the full control effect; nearly all actives have a fitted effect of over 60% in size
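Complex of BAZ2B and biotin-H3K14Ac (50 nM apiece) forms over 30 min at RT, then faces library compounds up to 110 uM for another 30 min; AlphaScreen beads added, 20 min dark incubation, luminescence read.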
G9a inh – qHTS Assay for Inhibitors of Histone Lysine Methyltransferase G9a. Histone-lysine N-methyltransferase EHMT2 (Homo sapiens), Q96KQ7. G9a H3K9 monomethylation, AlphaScreen, 2 h. hit rate 8.8% among 350,000. Potency, µM (top dose mostly 102 µM), without a hit: at the top dose activity, negative = inhibition, most hits filed as inhibitors. AID 504332, 2011; also: % is scaled to controls: 0 for no effect and ±100 for the full control effect; nearly all actives have a fitted effect of over 75% in size
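AlphaScreen read-out: biotin-H3K9 peptide (500 nM) methylation by 20 nM enzyme with 20 uM SAM, 2 h at room temperature after 15 min compound preincubation; anti-monomethyl H3K9 antibody plus donor/acceptor beads, 10 min dark.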
Pol kappa inh – qHTS for Inhibitors of Polymerase Kappa; DNA polymerase kappa (Homo sapiens), Q9UBT6; purified Pol kappa, fluorescent DNA synthesis assay, 10 min; Potency, µM (series often up to 107 µM), for inactives: top-dose activity, negative = inhibition, actives largely listed as inhibitors; hit rate 0.53% among 400,000; AID 588579, 2011; also: % is scaled to controls: 0 for no effect and ±100 for the full control effect
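50 nM final substrate added after 15 min RT preincubation of 10 nM Pol kappa with compound; fluorescence read at 0 and 10 min.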
The depositor's hits bear a star; [ ] = another dose, or the depositor's remark. Calls follow the shape of the dose curve; as a rule, active = well fitted curve in the direction sought with a large enough effect; inconclusive = small, poorly fitted or top-dose-only effect, or another doubt; inactive = no such curve, though single readings can be large; an effect the other way counts as inactive or inconclusive. Potency is read from the fitted curve at half-maximal effect. Only part of the results is shown; the hit share may differ from the screen's.

Results for CCCNC(=O)c1ccc(Cn2c(=S)[nH]c3c([nH]c4ccc(OC)cc43)c2=O)cc1 ?
Pol beta inh: -21.4%; BLM inh: -9.0%; POLH inh: -12.3%; POLI inh: 3.4%; JMJD2A Tudor: inconclusive; APEX1 inh: -1.3%; BAZ2B inh: -18.5%; G9a inh: -43.2%; Pol kappa inh: -2.0%

How did COc1cccc(/C(O)=C2/C(=O)C(=O)N(CCN3CCOCC3)C2c2cccs2)c1 (stereo not given) do in these assays?
Pol beta inh: 2.9%; BLM inh: -1.7%; POLH inh: 7.6%; POLI inh: -4.0%; JMJD2A Tudor: inconclusive; APEX1 inh: -5.0%; BAZ2B inh: -4.4%; G9a inh: 44.7µM*; Pol kappa inh: 2.2%

Results for CC1(C)N=C(c2ccc(Cl)cc2)C(=O)N1 ?
Pol beta inh: 20.4%; BLM inh: 0.8%; POLH inh: -19.3%; POLI inh: 8.6%[58.9 µM]; JMJD2A Tudor: -8.9%; APEX1 inh: -0.7%; BAZ2B inh: 6.8%; G9a inh: 8.2%; Pol kappa inh: -19.4%

What do the screens show for `COc1ccc(NC(=O)CCNC(=O)c2ccccc2Cl)cc1OC`?
Pol beta inh: -12.2%; BLM inh: -2.6%; POLH inh: -9.8%; POLI inh: -1.8%; JMJD2A Tudor: 4.7%; APEX1 inh: 6.2%; BAZ2B inh: -13.0%; G9a inh: -6.2%; Pol kappa inh: 6.1%

Results for O=C(O)CCC(=O)N1N=C(c2cccs2)CC1c1cn(-c2ccccc2)nc1-c1ccccc1 (stereo not given) ?
Pol beta inh: -17.0%; BLM inh: -3.6%; POLH inh: -14.7%; POLI inh: 1.0%; JMJD2A Tudor: -24.7%; APEX1 inh: 0.2%; BAZ2B inh: inconclusive; G9a inh: 14.2%; Pol kappa inh: -2.8%

How did CC1=C(C(=O)N2CCOCC2)C(c2cccc3ccccc23)NC(=S)N1 (stereo not given) do in these assays?
Pol beta inh: 2.0%; BLM inh: 2.1%; POLH inh: -0.5%; POLI inh: 233.2%[activator]; JMJD2A Tudor: -11.1%; APEX1 inh: 5.7%; BAZ2B inh: -6.1%; G9a inh: 11.3%[59 µM]; Pol kappa inh: -7.9%

How did O=S(=O)(c1ccc(SCCOc2ccccc2Cl)nc1)N1CCCC1 do in these assays?
POLH inh: -15.6%; POLI inh: -6.1%; JMJD2A Tudor: 40.6%[activator]; APEX1 inh: 17.4%; BAZ2B inh: 33.5%[activator]; G9a inh: -16.4%[59 µM]; Pol kappa inh: -25.0%

How did COC(=O)c1ccccc1NC(=O)c1cccs1 do in these assays?
Pol beta inh: -2.4%; BLM inh: -1.9%; POLH inh: -4.0%; POLI inh: -1.5%; JMJD2A Tudor: 15.0%; APEX1 inh: 4.5%; BAZ2B inh: 23.0%; G9a inh: 22.7%[59 µM]; Pol kappa inh: -2.6%

Results for O=C(CN1CCN(c2ccccn2)CC1)Nc1ccc(Oc2ccccc2)cc1 ?
Pol beta inh: -0.1%; BLM inh: -6.5%; POLH inh: -24.8%; POLI inh: -9.1%; JMJD2A Tudor: -25.8%; APEX1 inh: 3.4%; BAZ2B inh: inconclusive; G9a inh: inconclusive; Pol kappa inh: -2.5%

What do the screens show for `O=C(NCCc1ccc(Cl)cc1Cl)c1cncc(Br)c1`?
Pol beta inh: 30.9%; BLM inh: -3.5%; POLH inh: -13.0%; POLI inh: 3.5%; JMJD2A Tudor: 1.3%; APEX1 inh: 3.9%; BAZ2B inh: -1.4%; G9a inh: 23.4%[2.33 µM]; Pol kappa inh: -5.0%

What do the screens show for `COc1ccccc1CNc1cc(C)ccc1C`?
Pol beta inh: 6.8%; BLM inh: -4.4%; POLH inh: -3.3%; POLI inh: 10.5%; JMJD2A Tudor: -13.7%; APEX1 inh: 5.3%; BAZ2B inh: -10.5%; G9a inh: 52.0%[activator][12.7 µM]; Pol kappa inh: -5.0%

How did O=C(NCCc1ccccc1)c1cc2sccc2n1Cc1ccc(F)cc1 do in these assays?
Pol beta inh: 49.2%; BLM inh: -4.9%; POLH inh: 2.2%; POLI inh: 6.5%; JMJD2A Tudor: -9.9%; BAZ2B inh: -1.1%; G9a inh: 1.2%[59 µM]; Pol kappa inh: 3.8%

What do the screens show for `COCCNC(=O)c1cccc(NS(=O)(=O)c2cccc3cccnc23)c1`?
Pol beta inh: 7.8%; BLM inh: 5.5%; POLH inh: -17.4%; POLI inh: 11.0%; JMJD2A Tudor: -3.7%; APEX1 inh: -11.2%; BAZ2B inh: 10.2%; G9a inh: -7.1%[59 µM]; Pol kappa inh: -5.8%

How did CCN(CC(=O)Nc1ccccc1C(F)(F)F)C(=O)c1cc2c(s1)CCCCC2 do in these assays?
POLH inh: -12.6%; POLI inh: 14.8%; JMJD2A Tudor: -9.5%; APEX1 inh: -6.4%; BAZ2B inh: -4.2%; G9a inh: 17.1%[59 µM]; Pol kappa inh: -14.3%

Results for COc1cc(/C(C)=N\NC(N)=S)cc(OC)c1OC ?
Pol beta inh: 20.4%; BLM inh: -0.2%; POLH inh: 0.3%; POLI inh: 27.2%; JMJD2A Tudor: -15.2%; APEX1 inh: 3.5%; BAZ2B inh: 2.2%; G9a inh: -21.2%[59 µM]; Pol kappa inh: -17.5%

How did CC(=O)c1ccc(N2C(=O)N(Cc3cc(C)ccc3C)c3ccccc3S2(=O)=O)cc1 do in these assays?
Pol beta inh: -18.4%; BLM inh: -5.3%; POLH inh: -20.5%; POLI inh: 24.2%; JMJD2A Tudor: -11.0%; BAZ2B inh: -5.1%; G9a inh: 5.3%[59 µM]; Pol kappa inh: 4.8%[60.1 µM]

How did COc1cc(C(=O)NCC(=O)N/N=C(\C)Cc2ccccc2)cc(OC)c1OC do in these assays?
Pol beta inh: 53.6%; BLM inh: 1.5%; POLH inh: -6.6%; POLI inh: 26.1%; JMJD2A Tudor: -14.3%; APEX1 inh: 19.1%; BAZ2B inh: -19.9%; G9a inh: 10.8%; Pol kappa inh: -3.7%

What do the screens show for `Cc1cc(NC(=O)Cc2c(F)cccc2Cl)no1`?
Pol beta inh: 1.1%; BLM inh: -3.9%; POLH inh: -0.3%; POLI inh: 5.3%; JMJD2A Tudor: -4.9%; APEX1 inh: -5.7%; BAZ2B inh: -4.1%; G9a inh: 19.1%[12.7 µM]; Pol kappa inh: 6.8%

What do the screens show for `CN(C)c1ncc2ncc(=O)n(CCc3ccccc3)c2n1`?
BLM inh: 1.8%; APEX1 inh: inconclusive; G9a inh: 2.5%[0.501 µM]; Pol kappa inh: 1.8%[60.1 µM]

What do the screens show for `COc1ccc(C2C(C#N)=C(N)OC3=C2C(=O)CCC3)cc1Cn1nc(C)c([N+](=O)[O-])c1C` (stereo not given)?
Pol beta inh: -22.1%; BLM inh: -3.0%; POLH inh: -0.5%; POLI inh: 3.4%; JMJD2A Tudor: -25.0%; APEX1 inh: -4.5%; BAZ2B inh: -21.0%; G9a inh: -46.5%[59 µM]; Pol kappa inh: -12.0%

How did O=C(NC12CC3CC(CC(C3)C1)C2)c1c(Cl)cccc1Cl do in these assays?
Pol beta inh: 15.0%; BLM inh: -1.1%; POLH inh: -21.0%; POLI inh: 72.9%[activator]; JMJD2A Tudor: -16.0%; APEX1 inh: 34.4%; BAZ2B inh: -17.6%; G9a inh: 29.0%; Pol kappa inh: -6.9%

How did CCOC(=O)N1CCN(S(=O)(=O)c2ccc(C(=O)Nc3sc4c(c3C#N)CC(C)(C)NC4(C)C)cc2)CC1 do in these assays?
Pol beta inh: 27.4%; BLM inh: -0.7%; POLH inh: -9.2%; POLI inh: 29.2%; JMJD2A Tudor: -17.4%; APEX1 inh: 13.8%; BAZ2B inh: inconclusive; Pol kappa inh: 4.8%

What do the screens show for `Nc1nnc(SCC(=O)NC2CCCCC2)s1`?
Pol beta inh: 0.3%; BLM inh: 3.1%; POLH inh: -16.6%; POLI inh: 11.9%; JMJD2A Tudor: 1.4%; APEX1 inh: 8.9%; BAZ2B inh: 9.1%; G9a inh: 5.0%[59 µM]; Pol kappa inh: -2.5%

Results for CNC(=O)C(=O)Nc1nc(C23CC4CC(CC(C4)C2)C3)cs1 ?
Pol beta inh: inconclusive; BLM inh: -6.1%; POLH inh: -4.6%; POLI inh: inconclusive; JMJD2A Tudor: -30.6%; APEX1 inh: 1.1%; BAZ2B inh: -9.6%; G9a inh: -5.4%; Pol kappa inh: -10.2%

How did COc1ccccc1NCC(=O)NNCC(=O)Nc1ccc(F)c(Cl)c1 do in these assays?
Pol beta inh: 17.0%; BLM inh: -4.0%; POLH inh: -17.8%; POLI inh: 68.6%[activator]; JMJD2A Tudor: -21.8%; APEX1 inh: 4.8%; BAZ2B inh: inconclusive; G9a inh: inconclusive; Pol kappa inh: -0.8%

How did CC1S/C(=C(\C#N)C(=O)NCc2ccco2)N(c2ccc(F)cc2)C1=O (stereo not given) do in these assays?
Pol beta inh: 19.3%; BLM inh: -0.4%; POLH inh: -13.2%; POLI inh: 20.8%; JMJD2A Tudor: -7.6%; APEX1 inh: -2.3%; BAZ2B inh: -1.4%; G9a inh: inconclusive; Pol kappa inh: -1.5%

What do the screens show for `COc1ccc(-n2c(SCC(=O)N3CCC(C(=O)O)CC3)nc3ccccc3c2=O)cc1OC`?
Pol beta inh: -7.8%; BLM inh: 2.7%; POLH inh: 9.0%; POLI inh: 0.8%; JMJD2A Tudor: -3.6%; APEX1 inh: 0.7%; BAZ2B inh: 3.4%; G9a inh: -21.0%; Pol kappa inh: -4.0%

Screening data from PubChem.
